VCAM1 TNFa inh – reduces TNF alpha induced VCAM1 expression in HUVEC; HUVEC TNFa-induced VCAM-1 immunofluorescence, high-content imaging; inhibition, % at 2 µM; actives 0.48% (n = 95,000);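 active means inhibition above the batch mean plus 3 SD, with images confirmed as a hit by eye, cut at about 37% in these data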;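 further: 0% = TNF-stimulated DMSO wells and 100% = unstimulated control wells; not every result past the cut was called active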
FAK blocker – blocks human focal adhesion kinase activity; Q05397; biochemical FAK kinase activity assay; inhibition, %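 (tested at 7 µM)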; actives 0.84% (n = 97,000); AID 727; in the data active means inhibition above about 19%;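 further: 0% = DMSO and 100% = reference compound high control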
Target sequence (Q05397 whole entry, looked up): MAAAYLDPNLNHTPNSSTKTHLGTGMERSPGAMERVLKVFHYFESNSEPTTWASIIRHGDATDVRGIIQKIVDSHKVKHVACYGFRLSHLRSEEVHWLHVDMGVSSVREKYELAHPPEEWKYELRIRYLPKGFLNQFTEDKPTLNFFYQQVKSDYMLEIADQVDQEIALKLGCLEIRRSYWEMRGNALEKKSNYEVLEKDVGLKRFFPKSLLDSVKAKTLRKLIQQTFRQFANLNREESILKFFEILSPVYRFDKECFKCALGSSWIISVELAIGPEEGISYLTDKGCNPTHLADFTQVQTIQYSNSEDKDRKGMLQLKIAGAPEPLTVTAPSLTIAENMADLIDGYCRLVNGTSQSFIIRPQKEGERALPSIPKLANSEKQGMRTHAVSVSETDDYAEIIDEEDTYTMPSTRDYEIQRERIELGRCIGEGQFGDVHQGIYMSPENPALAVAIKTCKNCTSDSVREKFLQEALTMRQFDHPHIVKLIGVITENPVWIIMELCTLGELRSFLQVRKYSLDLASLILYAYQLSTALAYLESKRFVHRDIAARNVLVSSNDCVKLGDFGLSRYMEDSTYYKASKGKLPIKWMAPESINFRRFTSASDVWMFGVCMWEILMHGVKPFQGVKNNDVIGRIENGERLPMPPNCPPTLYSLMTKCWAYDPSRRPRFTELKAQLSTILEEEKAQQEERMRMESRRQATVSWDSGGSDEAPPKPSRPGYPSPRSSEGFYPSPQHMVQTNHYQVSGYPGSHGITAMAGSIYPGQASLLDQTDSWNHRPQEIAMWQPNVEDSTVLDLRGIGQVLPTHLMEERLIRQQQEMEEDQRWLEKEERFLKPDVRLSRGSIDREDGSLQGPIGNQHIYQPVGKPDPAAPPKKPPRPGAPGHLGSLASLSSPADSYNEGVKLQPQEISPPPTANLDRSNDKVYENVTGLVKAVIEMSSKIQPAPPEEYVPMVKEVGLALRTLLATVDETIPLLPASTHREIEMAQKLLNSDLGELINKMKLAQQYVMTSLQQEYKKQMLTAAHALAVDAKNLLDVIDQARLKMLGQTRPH
IL1B cytotox – HUVEC cytotoxicity counter-screen, IL-1B stimulated | HUVEC cell count loss, Hoechst imaging | cell count reduction, % at 2 µM | actives 0.41% (n = 94,000) | AID 845;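 active means cell count reduction more than 3 SD above the screen-wide mean, cut at about 70% in these data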;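 further: normalized per plate to untreated control cells as the no-loss baseline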
TNFa cytotox – HUVEC cytotoxicity counter-screen, TNF alpha stimulated | HUVEC TNFalpha-stimulated, Hoechst cell count, imaging | cell count reduction, % at 2 µM | actives 0.17% (n = 93,000);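 active means cell count reduction exceeding the screen mean by over 5 SD, scaled to untreated wells per plate, cut at about 78% in these data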;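 further: cells counted after 24 h of TNF alpha exposure following the 1 h pretreatment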
cytoskel mod – alters cytoskeleton assembly in HUVEC cells | actives 0.18% (n = 91,000) | inhibition, % at 2 µM | HUVEC TNFa F-actin phalloidin imaging, high content | AID 836;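 active means inhibition above the batch mean plus 3 SD and confirmed as a hit by visual image inspection, cut at about 30% in these data, passing the limit was not always enough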; further: strong numbers were not always called active
ERa coact inh – ER-alpha (human) coactivator binding inhibition; P03372; TR-FRET ER-alpha LBD / SRC-1 peptide, estradiol-bound; inhibition, % at 25.6 µM; actives 1.7% (n = 86,000); in the data active means inhibition above about 50%;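 further: 0% = receptor plus peptide control and 100% = peptide only without receptor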
PTK2B oligo ant – blocks oligomerization of human Pyk2 in cells. Q14289. Q293 cells, Pyk2 FERM NanoBiT luminescence; hits give low values. z-score (the deposit names both 25 µM and 10 µM). actives 0.83% (n = 99,000). AID 1347419;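 active means Z-score of -3 or lower, scaled per plate to the spread of control and sample wells; inactive means z-score above -3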;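 further: negative z-score means lost luminescence so less FERM oligomerization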
LYP inh 2 – LYP (human) phosphatase inhibition | inhibition, % at 2 µM | recombinant LYP catalytic domain, DiFMUP fluorescence | Q9Y2R2 | actives 0.21% (n = 96,000);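 active means inhibition at 2 µM at or above a set limit, the screen mean plus 3 SD, cut at about 24% in these data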;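 further: 0% = DMSO with enzyme and 100% = enzyme fully blocked by orthovanadate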
LYP act – activators of human LYP (PTPN22) phosphatase. recombinant LYP, DiFMUP fluorescence; 0 = plate median, 100 = signal doubled. activation, % at 2 µM. actives 0.11% (n = 96,000). AID 697;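 active means activation at 2 µM above a set limit, the mean plus 5 SD, cut at about 37% in these data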
* marks the source's active call; other numbers are inactive results; [ ] = dose if it differs, or a comment.

CC(C)C(=O)N1CCc2cc(-c3csc(N)n3)ccc21 was read as VCAM1 TNFa inh -12, FAK blocker -2, IL1B cytotox -22, TNFa cytotox -30, cytoskel mod 11, ERa coact inh -3, PTK2B oligo ant 1.2, LYP inh 2 -4 and LYP act 4.
For CCc1c(C)c(C#N)c2nc3ccccc3n2c1NCC1CCCO1 (configuration not stated) the results were VCAM1 TNFa inh -7, FAK blocker 1, IL1B cytotox -131, TNFa cytotox -15, cytoskel mod -1, ERa coact inh -3, PTK2B oligo ant -0.25, LYP inh 2 -2 and LYP act 4.
For O=C(N/N=C/c1ccc(O)cc1)c1ccc(NC(=O)c2ccccc2Br)cc1 the results were VCAM1 TNFa inh 19, FAK blocker -8, IL1B cytotox -16, TNFa cytotox -5, cytoskel mod -42, PTK2B oligo ant -1.1, LYP inh 2 -6 and LYP act 12.
`COC(=O)c1ccccc1NC(=O)CSc1n[nH]c(C)n1` gave VCAM1 TNFa inh 12, FAK blocker 6, IL1B cytotox -30, TNFa cytotox -12, cytoskel mod -6, ERa coact inh 0, PTK2B oligo ant 0.79, LYP inh 2 1 and LYP act -3.
CC1(C)CC(=O)CC(=NCC(=O)O)C1 was read as VCAM1 TNFa inh -18, FAK blocker -5, IL1B cytotox -8, TNFa cytotox -27, ERa coact inh 0[fluorescence artefact?], PTK2B oligo ant 0.91, LYP inh 2 0 and LYP act -2.
`C/C(=C\c1ccco1)C1C(C#N)=C(N)Oc2n[nH]c(-c3ccc(C)cc3)c21` (configuration not stated) gave VCAM1 TNFa inh 7, FAK blocker 2, IL1B cytotox 2, TNFa cytotox -12, cytoskel mod 34, PTK2B oligo ant 0.42, LYP inh 2 -10 and LYP act 16.
O=C(NCC(c1cccnc1)N1CCN(c2ccc(F)cc2)CC1)C1CCCCC1 (configuration not stated) was read as FAK blocker -2, ERa coact inh -1, PTK2B oligo ant 3.1, LYP inh 2 -7 and LYP act 8.
CCCCCCc1cc2cc(-c3nnc(-c4cc(OC)c(OC)c(OC)c4)o3)c(=O)oc2cc1O was read as VCAM1 TNFa inh -19, FAK blocker 1, IL1B cytotox -13, TNFa cytotox -33, cytoskel mod 2, ERa coact inh 18[fluorescence artefact?], LYP inh 2 43* and LYP act -43.
Screening CC(=O)N(C)C1=C(N2CCOCC2)C(=O)c2ccccc2C1=O returned VCAM1 TNFa inh 10, FAK blocker 0, IL1B cytotox 19, TNFa cytotox -9, cytoskel mod 12, PTK2B oligo ant -0.97, LYP inh 2 8 and LYP act -4.
For Cc1cc2cc(CN(Cc3ccc4c(c3)OCO4)Cc3nnnn3C3CCCC3)c(=O)[nH]c2cc1C the results were VCAM1 TNFa inh -2, FAK blocker 5, IL1B cytotox -2, TNFa cytotox -3, cytoskel mod 34, ERa coact inh 17, PTK2B oligo ant -1.4, LYP inh 2 -2 and LYP act 0.
For Cc1cc(C)n(-c2nc3ccccc3c(=O)n2OCc2ccc(F)cc2)n1 the results were VCAM1 TNFa inh -7, FAK blocker -1, IL1B cytotox -21, TNFa cytotox -24, cytoskel mod 6, ERa coact inh 0, PTK2B oligo ant -0.54, LYP inh 2 -19 and LYP act 18.
`COc1ccc2cc(CN(CC3CCCO3)S(=O)(=O)c3ccccc3Cl)c(=O)[nH]c2c1` (configuration not stated) gave VCAM1 TNFa inh 15, FAK blocker 0, IL1B cytotox -81, TNFa cytotox -82, cytoskel mod 21, ERa coact inh 7[fluorescence artefact?], PTK2B oligo ant -1.3, LYP inh 2 5 and LYP act -5.
Screening Cc1onc(-c2c(F)cccc2Cl)c1C(=O)N1CCN(S(C)(=O)=O)CC1 returned VCAM1 TNFa inh 8, FAK blocker -1, IL1B cytotox -6, TNFa cytotox -8, cytoskel mod -1, ERa coact inh -5, PTK2B oligo ant -0.21, LYP inh 2 -15 and LYP act 12.
CCS(=O)(=O)Nc1ccc(C(=O)CC2(O)C(=O)Nc3ccccc32)cc1 (configuration not stated) was read as VCAM1 TNFa inh 9, FAK blocker 2, IL1B cytotox -21, TNFa cytotox -29, cytoskel mod 6, ERa coact inh -3, PTK2B oligo ant 0.77, LYP inh 2 -2 and LYP act -2.
`CCOc1ccccc1C(=O)NCC(=O)OCC(=O)c1ccc2c(c1)OCCO2` gave VCAM1 TNFa inh 6, FAK blocker -14, IL1B cytotox 19, TNFa cytotox -28, cytoskel mod 38, ERa coact inh -1, PTK2B oligo ant 1.6, LYP inh 2 2 and LYP act -2.
For O=C(NC1CCN(S(=O)(=O)c2ccccc2)CC1)C1CCCCC1 the results were VCAM1 TNFa inh 12, FAK blocker 1, IL1B cytotox -32, TNFa cytotox -21, cytoskel mod -14, ERa coact inh -20, PTK2B oligo ant 1.2, LYP inh 2 -12 and LYP act 10.
Screening CCCCC(=O)Nc1c(C)cc(C)cc1Cl returned VCAM1 TNFa inh 8, FAK blocker 2, IL1B cytotox -75, TNFa cytotox -19, cytoskel mod 10, ERa coact inh 27, PTK2B oligo ant -0.31, LYP inh 2 -5 and LYP act 2.
`COc1ccc(-c2cc(=O)c3ccccc3n2C)cc1` gave VCAM1 TNFa inh 21, FAK blocker -1, IL1B cytotox -66, TNFa cytotox -5, cytoskel mod 7, ERa coact inh -7, PTK2B oligo ant 0.4, LYP inh 2 -10 and LYP act 9.
`CCC(c1nnnn1Cc1cccs1)N1CCN(C2CCCC2)CC1` (configuration not stated) gave VCAM1 TNFa inh -8, FAK blocker -3, IL1B cytotox -26, TNFa cytotox -47, cytoskel mod -9, ERa coact inh -4, PTK2B oligo ant -0.18, LYP inh 2 12 and LYP act -12.
For COc1ccccc1OCCC(=O)OCC(=O)Nc1ncc(Cl)cc1Cl the results were VCAM1 TNFa inh 1, FAK blocker 8, IL1B cytotox 10, TNFa cytotox -19, cytoskel mod -8, ERa coact inh 54*[fluorescence artefact?], PTK2B oligo ant 0.78, LYP inh 2 -2 and LYP act 0.
CCOC(=O)C(=O)Nc1ccccc1C(=O)NC(C)C was read as VCAM1 TNFa inh -22, FAK blocker 0, IL1B cytotox -5, TNFa cytotox -14, cytoskel mod 9, ERa coact inh -9, PTK2B oligo ant 0.32, LYP inh 2 9 and LYP act -7.
For COC(=O)C(NNc1ccccc1)(NC(=O)c1ccccc1F)C(F)(F)F (configuration not stated) the results were VCAM1 TNFa inh -1, FAK blocker -8, TNFa cytotox -9, cytoskel mod -1, PTK2B oligo ant 0.45, LYP inh 2 -2 and LYP act 7.
For COc1ccc(N(CC(=O)Nc2ccc3c(c2)OCO3)S(=O)(=O)c2ccccc2)c(OC)c1 the results were VCAM1 TNFa inh 16, FAK blocker -4, IL1B cytotox -37, TNFa cytotox 0, cytoskel mod 3, ERa coact inh -8, PTK2B oligo ant -3.2*, LYP inh 2 -1 and LYP act 1.
Screening CCOC(=O)Cn1c(S(=O)(=O)Cc2ccccc2Cl)nc(-c2ccccc2)c1-c1ccccc1 returned VCAM1 TNFa inh 15, FAK blocker 5, IL1B cytotox -16, TNFa cytotox -19, cytoskel mod -32, PTK2B oligo ant -2.2, LYP inh 2 12 and LYP act -9.
Cc1nc2c(-c3ccccc3)c(C)nn2c(C)c1CCC(=O)N1CCOCC1 was read as VCAM1 TNFa inh 19, FAK blocker -7, IL1B cytotox 6, TNFa cytotox -33, cytoskel mod -31, ERa coact inh -22, PTK2B oligo ant 0.52, LYP inh 2 -13 and LYP act 11.
For COc1ccccc1NC(=O)CSc1nnc(C2CCCCC2)o1 the results were FAK blocker 4, ERa coact inh -2, PTK2B oligo ant 0.15, LYP inh 2 6 and LYP act -6.
O=C(CN1CCCCCC1)N/N=C/c1cccs1 was read as VCAM1 TNFa inh 1, FAK blocker 6, IL1B cytotox -2, TNFa cytotox 12, cytoskel mod -9, ERa coact inh -4, PTK2B oligo ant 1.7, LYP inh 2 -6 and LYP act 3.
c1ccc(CNC2=NCCCCC2)cc1 was read as VCAM1 TNFa inh -6, FAK blocker -3, IL1B cytotox -16, TNFa cytotox -1, cytoskel mod -22, ERa coact inh -1, PTK2B oligo ant -0.58, LYP inh 2 -1 and LYP act 0.
CC(=O)Nc1c(C(=O)O)oc2ccccc12 was read as VCAM1 TNFa inh 13, FAK blocker -1, IL1B cytotox -8, TNFa cytotox -21, cytoskel mod 23, ERa coact inh 2, PTK2B oligo ant 0.35, LYP inh 2 -3 and LYP act 1.
`S=C(Nc1ccc(Cl)cc1)N1CCN(C2CCCCC2)CC1` gave VCAM1 TNFa inh 17, FAK blocker -8, IL1B cytotox -1, TNFa cytotox 11, cytoskel mod -6, PTK2B oligo ant 0.03, LYP inh 2 0 and LYP act 4.
`COC(=O)CCCc1nc2ccccc2s1` gave VCAM1 TNFa inh -6, FAK blocker 2, IL1B cytotox 5, TNFa cytotox 7, cytoskel mod 6, ERa coact inh -20, PTK2B oligo ant 1.8, LYP inh 2 -1 and LYP act 1.
For COc1ccc(OC)c(-c2cc(C(=O)Nc3c(C)n(C)n(-c4ccccc4)c3=O)no2)c1 the results were VCAM1 TNFa inh 0, FAK blocker 0, IL1B cytotox -11, TNFa cytotox -10, cytoskel mod -8, PTK2B oligo ant 1.4, LYP inh 2 -13 and LYP act 10.
Screening CCCn1c(C)cc(C(=O)COc2ncnc3sccc23)c1C returned VCAM1 TNFa inh -5, FAK blocker 0, IL1B cytotox -11, TNFa cytotox -4, cytoskel mod 4, PTK2B oligo ant -0.06, LYP inh 2 4 and LYP act -6.
Screening Cc1c(-c2ccccc2)cn2c1-c1ccc(C)n1CC2 returned VCAM1 TNFa inh -18, FAK blocker 7, IL1B cytotox -13, TNFa cytotox 31, cytoskel mod -27, PTK2B oligo ant -0.53, LYP inh 2 6 and LYP act -4.
Screening CCN(CC)CCN(Cc1cc2cc3c(cc2[nH]c1=O)OCCO3)C(=O)NC1CCCCC1 returned VCAM1 TNFa inh 18, FAK blocker -3, IL1B cytotox -25, TNFa cytotox -21, cytoskel mod -10, ERa coact inh 2, PTK2B oligo ant -0.43, LYP inh 2 -5 and LYP act 4.
COc1ccccc1N1CCN(C(=O)CSc2ncccc2-c2nc3ccccc3[nH]2)CC1 was read as VCAM1 TNFa inh 12, FAK blocker 2, IL1B cytotox 25, TNFa cytotox -26, cytoskel mod 9, ERa coact inh -2, PTK2B oligo ant -0.03, LYP inh 2 2 and LYP act 0.
For CCN1CCN(C(CNC(=O)c2ccc3c(c2)OCO3)c2cccnc2)CC1 (configuration not stated) the results were VCAM1 TNFa inh 9, FAK blocker 2, IL1B cytotox -11, TNFa cytotox -16, cytoskel mod 11, ERa coact inh -1, LYP inh 2 2 and LYP act -4.

Pulled one by one from the list above (2):
Screening CCOC(=O)Cn1c(S(=O)(=O)Cc2ccccc2Cl)nc(-c2ccccc2)c1-c1ccccc1 returned VCAM1 TNFa inh 15, FAK blocker 5, IL1B cytotox -16, TNFa cytotox -19, cytoskel mod -32, PTK2B oligo ant -2.2, LYP inh 2 12 and LYP act -9.
For COC(=O)C(NNc1ccccc1)(NC(=O)c1ccccc1F)C(F)(F)F (configuration not stated) the results were VCAM1 TNFa inh -1, FAK blocker -8, TNFa cytotox -9, cytoskel mod -1, PTK2B oligo ant 0.45, LYP inh 2 -2 and LYP act 7.

Structural class, the compounds so far with an aryl thioether with sulfur outside any ring.
`COC(=O)c1ccccc1NC(=O)CSc1n[nH]c(C)n1` gave VCAM1 TNFa inh 12, FAK blocker 6, IL1B cytotox -30, TNFa cytotox -12, cytoskel mod -6, ERa coact inh 0, PTK2B oligo ant 0.79, LYP inh 2 1 and LYP act -3.
For COc1ccccc1NC(=O)CSc1nnc(C2CCCCC2)o1 the results were FAK blocker 4, ERa coact inh -2, PTK2B oligo ant 0.15, LYP inh 2 6 and LYP act -6.
COc1ccccc1N1CCN(C(=O)CSc2ncccc2-c2nc3ccccc3[nH]2)CC1 was read as VCAM1 TNFa inh 12, FAK blocker 2, IL1B cytotox 25, TNFa cytotox -26, cytoskel mod 9, ERa coact inh -2, PTK2B oligo ant -0.03, LYP inh 2 2 and LYP act 0.

Screening data from PubChem BioAssay.
